MCL1 BIM primary – inhibitors of human MCL1 binding to BIM-BH3 peptide. GST-MCL1 / FITC-Bim-BH3 fluorescence polarization. Q07820. inhibition, % at 10.9 µM. 0.68% of 320,000 active;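 active = inhibition above the mean inhibition of all tested compounds plus 3 SD, set per campaign, cut at about 40% in these data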;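 note: 0% = DMSO wells and 100% = unlabeled Bim-BH3 peptide control; higher means more loss of mP so more displacement of Bim peptide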
VLA-4 inh – inhibition in a human VLA-4 binding assay. P13612. VLA-4 expressing cells, ligand binding flow cytometry. inhibition, % (about 7 µM as worked out from the volumes in the protocol). 0.2% of 330,000 active. AID 2557; in the data active = inhibition above about 50%
Target sequence (P13612 whole entry, looked up): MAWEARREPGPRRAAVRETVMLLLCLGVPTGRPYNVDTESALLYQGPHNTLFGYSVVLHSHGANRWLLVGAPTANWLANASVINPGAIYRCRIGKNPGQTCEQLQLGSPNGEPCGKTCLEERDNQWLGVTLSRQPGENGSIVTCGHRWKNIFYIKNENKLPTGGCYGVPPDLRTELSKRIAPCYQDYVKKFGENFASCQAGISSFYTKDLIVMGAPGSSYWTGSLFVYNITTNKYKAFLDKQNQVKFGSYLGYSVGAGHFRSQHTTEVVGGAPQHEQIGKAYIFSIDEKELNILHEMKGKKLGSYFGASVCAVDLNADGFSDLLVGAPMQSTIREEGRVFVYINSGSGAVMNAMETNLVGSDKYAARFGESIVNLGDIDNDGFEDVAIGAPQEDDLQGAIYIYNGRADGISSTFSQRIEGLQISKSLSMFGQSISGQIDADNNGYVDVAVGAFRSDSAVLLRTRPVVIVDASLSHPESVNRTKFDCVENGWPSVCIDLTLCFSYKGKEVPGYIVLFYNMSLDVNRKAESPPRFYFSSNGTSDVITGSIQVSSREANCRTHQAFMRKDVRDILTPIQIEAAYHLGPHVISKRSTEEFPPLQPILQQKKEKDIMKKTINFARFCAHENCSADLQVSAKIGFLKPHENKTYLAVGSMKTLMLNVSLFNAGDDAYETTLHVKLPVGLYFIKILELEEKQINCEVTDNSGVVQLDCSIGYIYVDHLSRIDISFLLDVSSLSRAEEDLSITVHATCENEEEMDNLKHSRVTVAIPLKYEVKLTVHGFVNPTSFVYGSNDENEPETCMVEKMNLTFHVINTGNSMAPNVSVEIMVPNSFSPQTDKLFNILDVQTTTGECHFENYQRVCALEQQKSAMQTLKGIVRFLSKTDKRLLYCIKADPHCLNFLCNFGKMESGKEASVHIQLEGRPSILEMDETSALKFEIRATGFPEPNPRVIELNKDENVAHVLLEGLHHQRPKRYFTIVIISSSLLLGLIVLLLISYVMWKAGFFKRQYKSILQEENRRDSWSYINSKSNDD
GRK2 aptamer HTS – inhibitors of human GRK2 displacing RNA aptamer | bead flow cytometry, FAM-aptamer displacement from GRK2 | inhibition of aptamer binding, % at 10 µM | P25098 | 0.59% of 330,000 active;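 active = inhibition of aptamer binding above 40%, roughly 3 SD of noise, on plates passing a quality check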;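 note: median bead fluorescence of bound FAM aptamer so fluorescent compounds give negative values; no value below 0 was filed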
GLD-1 RNA inh – GLD-1-TGE RNA interaction inhibition (C. elegans); AID 2280; inhibition, % at 5.96 µM; 0.44% of 320,000 active; purified GLD-1 + fluorescein TGE RNA, fluorescence polarization;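 active = percent inhibition above a per-plate cutoff, the plate mean of test compounds plus 3 SD, cut at about 30% in these data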;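 note: 0% = DMSO wells with GLD-1 and probe and 100% = wells lacking GLD-1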
AGP1-GFP MLPCN – yeast TOR pathway AGP1-GFP modulation; S. cerevisiae AGP1-GFP multiplex flow cytometry, 3 h; GFP as percent of DMSO wells; GFP response vs DMSO, % at 10 µM; 0.02% of 320,000 active;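 active = GFP response relative to DMSO above a set limit, near screen average plus 3 SD, cut at about 150% in these data; inconclusive = fewer than 70 cells counted for the yeast strain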;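 note: median GFP channel fluorescence of the gated AGP1 strain per well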
MEX-5 binding – C. elegans MEX-5 TCR-2 RNA binding activity; AID 1832; Q9XUB2; 0.38% of 300,000 active; activity score (negative = inhibition of binding), % at 10 µM; MEX-5/FITC-TCR2 RNA binding, fluorescence polarization; hits give low values;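 active = inhibition past about -25% in most replicates, and total fluorescence under double the plate's negative control median, limit read from the data; inconclusive = replicates evenly split on the limit, or fluorescence at least double controls; inactive = too little inhibition in most replicates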;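 note: 0% = DMSO and -100% = 5 µM competing unlabeled TCR2 RNA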
CR mimetic SO – yeast age-related superoxide inhibition as caloric restriction mimetic | S. cerevisiae aged cells, superoxide DHE fluorescence; hits give low values | superoxide response (% of plate mean), % at 10 µM | 0.18% of 330,000 active | AID 2690;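 active = superoxide response under a set limit, about three screen SD below normal, cut at about 65% in these data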;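 note: yeast aged for seven days with compound at 30 °C before DHE staining; 100% = average MFI of all compound-treated wells on the plate with controls excluded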
BCLXL inh – inhibitors of human Bcl-xL; 0.7% of 320,000 active; GST-Bcl-xL / FITC-Bim BH3 peptide fluorescence polarization; Q07817; inhibition, % at 10.9 µM; AID 2129;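 active = inhibition above the mean of all tested compounds plus 3 SD, cutoff set per campaign, cut at about 30% in these data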;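 note: 0% = DMSO wells and 100% = unlabeled Bim-BH3 peptide competitor; inhibitors lower millipolarization by displacing the labeled peptide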
CIT2 TOR yeast – modulators of TOR pathway CIT2-GFP in S. cerevisiae | S. cerevisiae CIT2-GFP strain, flow cytometry, 3 h; 100 means same as DMSO wells | GFP response vs DMSO, % at 10 µM | 0.065% of 320,000 active | AID 2029;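 active = GFP response relative to DMSO above a set limit, near the screen mean plus 3 SD, cut at about 150% in these data; inconclusive = Fewer than 70 cells measured for a yeast strain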;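 note: ratio of well median GFP fluorescence to mean of DMSO wells on the plate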
The depositor's hits bear a star; i = inactive; ? = inconclusive; . = not tested or not shown.

SMILES	MCL1 BIM primary	VLA-4 inh	GRK2 aptamer HTS	GLD-1 RNA inh	AGP1-GFP MLPCN	MEX-5 binding	CR mimetic SO	BCLXL inh	CIT2 TOR yeast
N#Cc1nc(COc2ccc(F)cc2)oc1N1CCC(Cc2ccccc2)CC1	0	-6	3	11	99	-0.2	95	1	107
O=C(CCn1c(=S)oc2ccccc21)Nc1ccccc1Br	-3	10	0	-1	92	1.8	119	4	103
COc1ccc(S(=O)(=O)N[C@H](C(=O)O)C(C)C)cc1	7	12	0	0	94	0.3	94	3	94
O=c1c2oc3ccccc3c2ncn1Cc1ccc(Cl)cc1	1	11	0	10	104	1.2	102	0	102
CCOC(=O)N(CC)OC(=O)Nc1ccc(Cl)cc1	5	0	3	0	103	1.0	97	5	100
COc1ccc(NC(=O)c2cnc(SC)n2-c2ccc(F)cc2)c(OC)c1	-5	8	3	-5	98	-3.4	107	0	94
O=C(Cc1ccc(Cl)cc1)NNS(=O)(=O)c1ccc([N+](=O)[O-])cc1	7	2	0	-2	102	0.6	113	4	97
Cc1cc(C)cc(N(C(=O)CNC(=O)c2cccs2)C(C(=O)NC2CCCC2)c2cccnc2)c1 (centres undefined)	-1	3	0	3	94	1.0	94	6	95
CCN(CC)c1ccc(NC(=O)c2cccnc2)cc1	4	-6	2	3	108	0.0	120	-2	104
O=C(Cn1nc(C(F)F)cc1C(F)F)N/N=C/c1ccc2c(c1)OCO2	-1	7	0	4	102	4.7	102	1	94
Cc1cc(F)ccc1S(=O)(=O)Nc1ccccc1C(=O)NCc1cccnc1	-5	6	0	1	94	1.1	107	0	98
Cc1ccc(S(=O)(=O)C2(C(=O)N3CCCCC3C)CC2)cc1 (centres undefined)	6	6	0	3	92	.	104	2	96
COc1ccc(S(=O)(=O)N2CCCCCC2)cc1C(=O)NCc1ccco1	.	4	0	4	105	.	98	.	95
CCOc1ccc(NC(=O)CC(c2ccccc2)c2ccc(F)cc2)cc1 (centres undefined)	0	10	2	1	99	1.1	97	3	102
N#Cc1c(Nc2ccccc2)c(/C=N/NCCO)c[nH]c1=O	-2	-9	1	1	101	-3.7	98	7	98
O=C(Nc1nc2ccccc2s1)c1cccc(S(=O)(=O)N2CCc3ccccc32)c1	-2	-4	0	-12	101	1.0	i	-5	99
Cc1ccc(OCC(O)CNC2CCCC2)c(C)c1 (centres undefined)	.	7	0	.	100	0.0	97	.	101
COc1cc(CN2CCC(C)CC2)ccc1OCc1ccccc1	4	-4	0	1	92	1.3	96	1	107
O=C(O)CC1S/C(=N/N=C/C=C/c2ccccc2[N+](=O)[O-])NC1=O (centres undefined)	5	2	0	9	92	1.3	98	6	96
CCC1(C)N=c2c(c(=O)n(C)c(=O)n2C)=NO1 (centres undefined)	-2	3	0	-4	95	0.4	110	-4	94
CCc1ccc(N2CC(C)Cn3c2nc2c3c(=O)n(CCN3CCOCC3)c(=O)n2C)cc1 (centres undefined)	-3	-3	0	-1	97	-4.1	105	-4	101
O=C1OCCN1c1c(-c2ccccc2)c(N2CCOCC2)nc2ccccc12	2	4	3	2	88	-1.1	96	3	90
COc1ccc(-c2[nH]ncc2CN(C)Cc2cccnc2)c(OC)c1	8	-5	0	3	109	0.9	91	7	100
CCN(CC(=O)Nc1c(F)cccc1F)C(=O)c1cc(S(=O)(=O)N(C)C)ccc1N1CCCC1	0	2	0	6	101	-0.4	89	-2	103
CN(NC(=O)c1ccccc1)c1ncc(C(F)(F)F)cc1Cl	2	3	0	0	119	2.0	97	7	112
O=C1NC(Cc2ccc(O)cc2)c2nc3ccc(Cl)cc3c(=O)n2-c2ccc(Cl)cc21 (centres undefined)	.	-3	3	2	104	.	89	.	98
Cc1cc(NC(=O)c2ccc3c(c2)C(=O)N(c2cccc(C)c2C)C3=O)no1	1	2	0	4	94	-1.6	99	4	95
CC(C)(C)C(=O)Nc1nnc(SCC(=O)Nc2nccs2)s1	5	21	1	3	104	0.6	112	3	98
Cc1cc(S(=O)(=O)Nc2ccc3cn[nH]c3c2)c(C)cc1Cl	5	1	1	6	89	-1.9	110	1	94
Cc1cccc(C(=O)NCC(=O)OCC(=O)c2ccc(C)s2)c1	.	0	3	2	108	.	79	.	110
CC1(CCC(=O)N2CCCC(N3CCN(c4ccc(F)cc4)CC3)C2)CC1 (centres undefined)	3	0	3	2	109	1.0	87	-1	107
COC(=O)c1c(NC(=O)C2CC(C)=C(C)CC2C(=O)O)sc2c1CCCCC2 (centres undefined)	.	6	3	.	91	-0.6	88	.	94
O=C(Nc1cc(Cl)cc(Cl)c1)C(c1ccccc1)N1CCCCC1 (centres undefined)	4	-4	0	3	101	-0.7	99	2	91
CCC(CC)C1C(C#N)=C(N)Oc2n[nH]c(-c3ccccc3)c21 (centres undefined)	9	-11	1	0	103	2.5	96	2	101
Cc1ccc2c(c1)C(c1ccccc1)C(=O)O2 (centres undefined)	8	-3	1	5	99	0.3	110	4	92
CNC(=O)Nc1ccccc1F	-5	15	32	2	103	1.4	102	-1	96
Cc1cc(C(F)(F)F)nc(SCC(=O)Nc2nccs2)n1	-7	8	0	2	101	-0.5	97	0	99
O=C(NCc1cccnc1)c1ccc([N+](=O)[O-])cc1	0	7	0	-1	104	-0.3	105	1	97
CCOc1ccc(-c2nc(-c3ccncc3)no2)cc1OCC	1	0	3	0	94	0.2	95	5	90
CC(O)Cc1cn([C@@H](CCCCN)C(=O)N2CCNCC2)nn1 (some centres undefined)	5	11	1	3	75	-0.5	106	5	69
O=C(CN1C(=O)COc2ccc(S(=O)(=O)N3CCCC3)cc21)Nc1cccc(F)c1	12	1	0	3	109	2.4	67	0	110
COc1ccc(CSCC(=O)N/N=C/c2ccc(OCC(=O)NCc3ccco3)cc2)cc1	2	6	3	1	98	-1.2	98	3	95
COc1ccccc1NC(=S)N1CCC(NC(=O)c2ccco2)CC1	4	3	0	-4	?	0.6	95	2	?
CC(=O)NC1=NN(C(C)=O)C(C)(c2ccc(C)o2)S1 (centres undefined)	1	-1	2	2	105	1.4	91	3	107
CCC(C)NC(=O)C1CCN(S(=O)(=O)N2CCCC2)CC1 (centres undefined)	7	-12	3	5	95	0.5	107	9	96
COc1ccc(C(=O)NCC(=O)OCC(=O)c2cc(OC)c(OC)c(OC)c2)cc1OC	-11	7	0	-2	107	1.0	102	-4	105
Cc1ccc(-c2c(C)n([O-])c3c([n+]2=O)CCCCC3)o1	3	-10	2	-4	90	0.6	103	5	84
Cc1ccc2sc(N(CCN(C)C)C(=O)c3ccc(S(=O)(=O)N4CC(C)OC(C)C4)cc3)nc2c1C (centres undefined)	2	-14	1	0	101	-0.2	101	2	105
COc1ccccc1/C=C/CN1CCCC(CO)(Cc2cccc(Cl)c2)C1 (centres undefined)	1	1	3	0	104	0.9	81	-2	112
Cc1ccc(OCC(O)CNC(C)c2ccccc2)cc1C (centres undefined)	5	17	0	2	95	-1.1	106	8	93
CCN(c1ccccc1)S(=O)(=O)c1ccc(OCc2c(C)noc2C)cc1	7	7	2	1	100	-0.8	123	3	87
Cc1csc(SC(C)C(=O)NCC(=O)Nc2ccc(F)c(F)c2F)n1 (centres undefined)	-3	-3	0	2	114	-0.2	96	0	111
Cc1cccc(NC(=O)NNC(=O)CCc2ccccc2)c1	5	-2	0	4	98	-3.6	97	4	102
COc1ccc(/C(N)=N/OC(=O)CCC2CCCC2)cc1OC	-4	17	0	-2	88	2.4	93	-2	93
COc1ccc(CSCCN)cc1Cl	4	14	0	0	106	-1.4	82	7	111
N#CCSCC(=O)Nc1ccccc1	6	9	0	5	107	.	102	4	104
COc1ccc(N2CCN(Cc3nc4cc(Cl)ccc4c(=O)[nH]3)CC2)cc1	-2	17	3	-3	104	0.3	102	0	112
O=C(COc1ncnc2ccc(Br)cc12)NC1CCCC1	5	-41	0	6	92	.	117	-2	97
COc1ccc(NC(=O)CN(C)C(=O)/C=C/c2cn(-c3ccccc3)nc2-c2ccc(F)cc2)cc1	-7	3	0	4	107	2.0	92	-12	95
O=Cc1ccccc1-n1cncn1	0	-9	0	-9	104	1.1	94	-1	104

As a short view, 2 of the compounds above.
SMILES	MCL1 BIM primary	VLA-4 inh	GRK2 aptamer HTS	GLD-1 RNA inh	AGP1-GFP MLPCN	MEX-5 binding	CR mimetic SO	BCLXL inh	CIT2 TOR yeast
COc1ccc(NC(=O)CN(C)C(=O)/C=C/c2cn(-c3ccccc3)nc2-c2ccc(F)cc2)cc1	-7	3	0	4	107	2.0	92	-12	95
O=Cc1ccccc1-n1cncn1	0	-9	0	-9	104	1.1	94	-1	104

The results go on:
SMILES	MCL1 BIM primary	VLA-4 inh	GRK2 aptamer HTS	GLD-1 RNA inh	AGP1-GFP MLPCN	MEX-5 binding	CR mimetic SO	BCLXL inh	CIT2 TOR yeast
CC(=O)NC(=S)Nc1cc(C(=O)O)ccc1Cl	-4	3	4	-4	95	-1.5	115	0	98
Cc1ccc(S(=O)(=O)N2CCOCC2)cc1NC(=O)CN1CCN(c2ccc(O)cc2)CC1	16	12	0	4	105	1.1	104	17	106
Cc1nnc2ccc(N3CCCCC3)nn12	6	5	3	6	102	2.1	107	6	110
CCOC(=O)c1c(CC(C)C)csc1NC=O	1	11	3	2	93	-0.9	100	0	93
Cc1cc(C)n(CC(O)COc2ccc(C(C)C)c(C)c2)n1 (centres undefined)	2	18	0	-3	94	-0.6	87	4	94
COc1ccccc1C(C)NCC(=O)Nc1c(F)cccc1F (centres undefined)	9	18	0	3	104	-0.8	107	4	98
Cn1cnc([N+](=O)[O-])c1Oc1cccc(O)c1	4	-1	0	1	103	-1.3	92	4	94
COc1ccccc1OCC(=O)Nc1cccc(N(C)S(C)(=O)=O)c1	-1	26	1	3	102	0.5	89	5	97
Cc1cccc(N(C(=O)c2nsc(Cl)c2Cl)C(C(=O)NC2CCCC2)c2ccc(O)cc2)c1C (centres undefined)	12	-6	0	2	107	1.1	97	4	100
O=C(NC1CCCC1)NS(=O)(=O)c1ccccc1Cl	-1	31	1	7	99	2.5	101	2	90
COc1ccc(-n2nc(C(=O)NCC(=O)N3CC(C)CC(C)C3)c3ccccc3c2=O)cc1 (centres undefined)	3	2	5	-9	98	1.0	103	1	96
COC(=O)c1cn(CCOc2ccc(C)cc2)c2ccccc12	6	-4	0	8	94	-2.4	95	2	88
Cc1c(OCc2nn[nH]n2)ccc2c3c(c(=O)oc12)CCC(C)C3 (centres undefined)	7	11	2	-1	104	-0.5	87	6	108
CCN1CCN(C(=O)C2(NC(=O)Nc3ccccc3Cl)CCCCC2)CC1	7	-172	0	3	106	-1.5	106	3	108
COc1ccc(CCNC(=O)CCCCCN2C(=O)c3ccccc3C2=O)cc1	3	6	0	11	107	-0.9	102	2	107
COc1ccc(C(=O)CSC2=C(C#N)C3(CCCCC3)C(C#N)=C(N)N2)cc1	-2	9	0	4	100	1.9	103	-1	101
C=CCNc1cc(C(F)(F)F)nc(-c2ccccn2)n1	2	5	5	0	102	0.4	90	-1	112
O=C(COc1ccc(Br)cc1)NNC(=S)NC(=O)c1ccccc1[N+](=O)[O-]	3	6	13	5	110	-5.2	107	9	106

Single values from the results shown:
Result for COc1ccccc1OCC(=O)Nc1cccc(N(C)S(C)(=O)=O)c1 under MEX-5 binding: 0.5
Result for Cc1c(OCc2nn[nH]n2)ccc2c3c(c(=O)oc12)CCC(C)C3 (centres undefined) under BCLXL inh: 6
Result for Cc1nnc2ccc(N3CCCCC3)nn12 under VLA-4 inh: 5
Result for COc1ccc(C(=O)CSC2=C(C#N)C3(CCCCC3)C(C#N)=C(N)N2)cc1 under MCL1 BIM primary: -2

High-throughput results as filed in PubChem.
